Source: PubChem BioAssay (several laboratories)
PhoP inhibition – PhoP-dependent GFP reporter repression – Salmonella Typhimurium, primary screen (AID 1863). 300,000 tested, 0.16% active. S. Typhimurium PhoP-regulated promoter GFP reporter, 4 h; higher % means a stronger effect. one-dose inhibition, % at 50 µM; IC50 in µM for titrated hits;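 active means inhibition over 29.93%, a cutoff 3 SD above the screen mean, later confirmed by dose response; inconclusive means inhibition over 29.93% but no dose response follow-up; inactive means inhibition at most 29.93% or unconfirmed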;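 further: 0% = low Mg2+ inducing control and 100% = high Mg2+ repressing control; strong numbers were not always called active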
West Nile antiviral – inhibition of WNV-induced cytopathic effect – cell-based, CPE readout (AID 1621); 290,000 tested, 0.02% active; West Nile virus-infected cells, CPE inhibition; higher % means a stronger effect; CPE inhibition, % at 10 µM; hits with a dose series show IC50 in µM; in the data active means a potency from the dose series; inconclusive means CPE inhibition mostly from about 3.7% at the one dose, without a potency; inactive means the rest, 99 in 100 with CPE inhibition below about 2.2%; further: strong numbers were not always called active
Yfh1-depleted yeast – mitochondrial function rescue without frataxin homolog – Friedreich's ataxia, plus single-dose screen, dose response (AID 1465). S. cerevisiae Yfh1-off respiration, WST-1 reduction, 72 h; higher fold induction means a stronger effect. fold induction at 50 µM, or EC50 in µM where a hit was titrated. 220,000 tested, 0.074% active;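 active means fold induction of absorbance versus untreated yeast above a set limit, then at least 30% activation at any dose in follow-up; inconclusive means repeats straddling the limit, or above it without dose testing; inactive means fold induction below the set limit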;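 further: activators that raise dye reduction in frataxin-depleted yeast; strong numbers were not always called active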
* = called active by the depositor; i = inactive; ? = inconclusive; . = no result given.

Compound	Yfh1-depleted yeast	PhoP inhibition	West Nile antiviral
O=C(CNC(=O)c1ccc(OC(F)F)cc1)Nc1cccc(S(=O)(=O)N2CCCC2)c1	.	5%	.
Cc1cc(C)c(C)c(S(=O)(=O)N2CCN(C(=O)c3ccc4c(=O)n5c(nc4c3)CCC5)CC2)c1C	.	6%	.
COc1ccccc1C(=O)COC(=O)C1CCN(S(=O)(=O)c2ccc(C)c(C)c2)CC1	.	-9%	.
COc1cccc(NC(=O)C2=COCCO2)c1	.	-7%	.
COc1cccc(NC(=O)CN(C)C(=O)c2cc(-c3ccco3)nc3ccccc23)c1	.	-10%	.
O=C1CCCN1C(=O)COc1ccc([N+](=O)[O-])cc1	.	6%	.
CCCCN(C(=O)C1CCCO1)c1c(N)n(CC(C)C)c(=O)[nH]c1=O (stereo not given)	.	-2%	.
O=C(COC(=O)CNC(=O)c1ccc(Cl)cc1Cl)NC(=O)NC1CCCCC1	.	-4%	.
CCOc1cc(C(=O)Nc2ccc(C)cc2O)ccc1OCC(=O)N1CCOCC1	.	2%	.
Cc1cccc(C(=O)OCC(=O)NC(=O)c2ccccc2)c1O	.	7%	.
COCC(=O)Nc1c(I)c(C(=O)NCC(O)CO)c(I)c(C(=O)N(C)CC(O)CO)c1I (stereo not given)	.	-2%	.
CC1CCC2(CC1)NC(=O)N(CC(=O)NC1(C#N)CCCCC1)C2=O (stereo not given)	.	-6%	.
CC1CC(C)CN(C(=O)COC(=O)C2CCN(S(=O)(=O)c3ccc4c(c3)OCCO4)CC2)C1 (stereo not given)	.	-1%	.
CCN(CC(=O)Nc1c(F)cccc1F)C(=O)c1ccc(N2CCCC2=O)cc1	.	-8%	.
CCOC(=O)c1cc(-c2ccccc2C)nn1Cc1cc(CC)no1	.	1%	.
CC(Sc1nccn1C)C(=O)Nc1ccc(Cl)cn1 (stereo not given)	.	-6%	.
O=C(CNC(=O)c1cccs1)Nc1ncccc1O	.	-6%	.
Cc1ccc(S(=O)(=O)N2CCCCC2CCNC(=O)C(=O)NCc2ccccc2)cc1 (stereo not given)	.	3%	.
Cc1ccc(C)c(NC(=O)CN(C)C(=O)COc2cccc3c2OC(C)(C)C3)c1	.	-8%	.
O=C(c1ccc(NS(=O)(=O)c2ccc(F)cc2)cc1)N1CCCCCC1	.	-3%	.
CN(CCOc1ccc(Cl)cc1)C(=O)CN1C(=O)NC2(CCCCC2)C1=O	.	-7%	.
COc1ccc(NC(=O)CN(C)C(=O)c2ccccc2SCC(=O)N2CCCC2)cc1	.	4%	.
COc1cc(/C=C(\C#N)C(=O)c2ccc(O)c(O)c2)cc(I)c1O	.	-6%	.
O=C(NCC(c1ccco1)N1CCCC1)c1cccc(NS(=O)(=O)c2ccc(Br)cc2)c1 (stereo not given)	.	0%	.
O=C(COc1coc(CN2CCN(c3ccccc3F)CC2)cc1=O)NC1CCCCC1	.	-1%	.
CCCCN(C(=O)c1ccc2c(c1)OCO2)c1c(N)n(CCCC)c(=O)[nH]c1=O	.	-6%	.
CCCN(C(=O)CSc1n[nH]c(-c2ccc(OC)cc2)n1)c1c(N)n(Cc2ccccc2)c(=O)[nH]c1=O	.	5%	.
NC(=O)c1cc([N+](=O)[O-])ccc1NCc1ccc(F)cc1	.	-12%	.
CN(C(=O)COC(=O)COc1ccccc1Cc1ccccc1)c1ccccc1	.	-8%	.
Cc1cc(C)c(OCC(=O)OC(C)C(=O)N2CCc3ccccc32)c(C)c1 (stereo not given)	.	-6%	.

(cont.)
Compound	Yfh1-depleted yeast	PhoP inhibition	West Nile antiviral
CCCCN(C(=O)CSCC(=O)Nc1ccc(OC)cc1)c1c(N)n(Cc2ccccc2)c(=O)[nH]c1=O	.	3%	.
O=C(NCC(c1ccco1)N1CCN(c2ccc(F)cc2)CC1)C(=O)NC1CCCC1 (stereo not given)	.	-6%	.
O=C(CN1C(=O)NC2(CCCC2)C1=O)OCCOc1ccccc1Cl	.	-6%	.
CSc1nnc(SCC(=O)N(C)c2c(N)n(Cc3ccccc3)c(=O)[nH]c2=O)s1	.	-2%	.
CC1(C)C(C=C(Cl)Cl)C1C(=O)OCc1cccc(Oc2ccccc2)c1 (stereo not given)	.	0%	.
Cc1cc(OCC(=O)NNC(=O)c2ccncc2)ccc1C(C)C	.	0%	.
O=C(COC(=O)C1(c2ccccc2)CC1)NNC(=O)c1ccccc1F	.	-4%	.
O=C(NCCc1ccccc1)c1nccc2ccccc12	.	-1%	.
CCOc1cc(N2CCOCC2)c(OCC)cc1NC(=O)COC(=O)COc1cc(C)cc(C)c1	.	-3%	.
O=C(CN1CCN(C(=O)c2ccco2)CC1)Nc1ccc2c(c1)OCO2	i	.	0.0%
O=C(Cc1cccs1)Nc1nnc(COc2ccccc2)s1	i	.	0.1%
COc1ccccc1Nc1nc(-c2ccc([N+](=O)[O-])cc2)nc2ccccc12	i	.	0.3%
CC1CN(C(=O)/C=C/c2cccc([N+](=O)[O-])c2)CC(C)O1 (stereo not given)	i	.	0.6%
O=C(C1CC(=O)N(C2CCCC2)C1)N1CCN(c2ccc(F)cc2)CC1 (stereo not given)	i	.	1.0%
CCCCN1CC[C@H]2C=CC[C@@H](C(=O)N3CCOCC3)[C@H]2C1=O	i	.	0.2%
Cc1ccc(Cn2c(C3CCCN3c3nc(C)cs3)nc3cc(C(=O)NCCCO)ccc32)cc1 (stereo not given)	i	.	0.6%
C=C1CCN(c2ccc(C(=O)NCCC)cc2[N+](=O)[O-])CC1	i	.	-0.6%
CC1=C(C(=O)OCc2ccccc2)C(c2ccccc2OS(=O)(=O)c2ccc([N+](=O)[O-])cc2)NC(=O)N1CCCC(=O)O (stereo not given)	i	.	1.4%
Cc1ccccc1N1CCN(CCN2C(=O)CC(=C3c4ccccc4-c4ccccc43)C2=O)CC1	i	.	-0.4%
CC1=CCC(C(C)(C)NC(=O)c2ccccc2)C/C1=N\O (stereo not given)	i	.	0.7%
Cc1noc(C)c1-c1ccc2nc[nH]c(=O)c2c1	i	.	0.1%
COC(C/C=C\C(=O)[C@@H](C)OCc1ccccc1)OC	i	.	-0.5%
CCOP(=O)(OCC)C(C#N)=C1SCN(c2ccccc2)CS1	i	.	-0.3%
Cc1c(Cl)cccc1NC(=S)NCc1ccc(Cl)cc1	?	.	0.1%
CCOC(=O)c1c(N)sc(C(=O)N2CCCC(C(N)=O)C2)c1C (stereo not given)	i	.	-0.2%
Cc1cc(C)n2nc(C(=O)NCc3ccco3)nc2n1	i	.	0.0%
N#Cc1c(NC(=O)CSc2ncccn2)oc(-c2ccccc2)c1-c1ccccc1	i	.	0.4%
C/C(=C\C(=O)c1ccc(Cl)cc1)Nc1ccc(Br)cc1	i	.	0.5%
COC(=O)C1N[C@@H]([C@@H](NC(=O)COc2ccccc2)C(=O)NCc2ccccc2)SC1(C)C (stereo not given in full)	i	.	-0.1%
CCn1c(NCc2c[nH]c3ccccc23)nc2ccccc21	i	.	-0.4%

Next records:
Compound	Yfh1-depleted yeast	PhoP inhibition	West Nile antiviral
CCCOc1cc2c(C#N)c(N3CCCC3)nc(N)c2c(N)n1	i	.	-1.4%
CCOC(=O)N1C2=NC(C(=O)OC)=C(C(=O)OC)[C@@H]3N(Cc4ccccc4)c4ccccc4[C@]23C[C@H]1C(=O)OC	i	.	0.0%
C=CCNC(=O)c1onc(CSc2ccccc2)c1C(=O)NCC=C	i	.	-0.8%
COc1ccc(-c2noc(CN(C)S(=O)(=O)c3ccccc3)n2)cc1OC	i	.	-0.1%
C/C=C1\COC(C(=O)NCc2ccccc2)(C(F)(F)F)C=C1C=C1CCCCC1 (stereo not given)	i	.	0.1%
C=CCc1ccc(OCCOc2cccc(/C=N/n3cnnc3)c2)c(OC)c1	i	.	-0.1%
COc1ccc(NC(=S)NCCN2CCOCC2)c(OC)c1	i	.	0.6%
COc1ccc(-c2nnn(CCc3nn[nH]n3)n2)cc1	i	.	0.1%
COC(C/C=C/C(=O)[C@H](C)OCc1ccccc1)OC	i	.	?
Cc1ccc(CNC(=O)c2ccc3c(c2)S(=O)(=O)c2ccccc2C3=O)o1	i	.	-0.1%
O=C(O)C(NC(=O)c1ccccc1)=C(Cl)Cl	i	.	-0.6%
Cc1cccc(C)c1NC(=O)C(c1ccccc1)N1CCC2(CC1)OCCO2 (stereo not given)	i	.	-0.1%
COc1ccc(/C=C/c2nc3sc4c(c3c(=O)o2)CCC4)cc1	i	.	0.2%
O=C(NCCCn1ccnc1)/C(=C/c1ccco1)NC(=O)c1ccccc1	i	.	0.4%
COc1ccc(NC(=O)c2ccc3c(c2)S(=O)(=O)c2ccccc2C3=O)cc1	i	.	-0.1%
COc1ccc(-c2ccc3oc(-c4ccc(OC)cc4)c(-c4ccc(OC)cc4)c3c2)cc1	i	.	-0.4%
Cc1c(C(=O)NCCN2CCOCC2)sc2nc(-c3ccc(F)cc3)cn12	i	.	-0.4%
CN(Cc1ccccc1)Cc1nc2c(c(=O)n(C)c(=O)n2C)n1CCc1ccccc1	i	.	-1.0%
O=C(NCc1ccccn1)C1CC(=O)N(C2CCCC2)C1 (stereo not given)	i	.	1.0%
O=C(CCN1C(=O)S/C(=C\c2ccccc2)C1=O)N1CCOCC1	i	.	-0.3%
COC(=O)[C@@]1(Cc2ccc(OC)cc2)[C@H]2c3cc(C(=O)N(C)C)n(Cc4c(CO)[nH]cc(C)c4=O)c3C[C@H]2CN1C(=O)c1ccccc1	i	.	-0.4%
CCn1c(-c2cc(Br)ccc2O)n[nH]c1=S	i	.	-0.1%
Cn1c(NCC(O)c2ccccc2)nc2c1c(=O)n(Cc1ccc(Cl)c(Cl)c1)c(=O)n2C (stereo not given)	i	.	1.8%
Cc1ccc(NC(=S)N2CCN(Cc3ccc4c(c3)OCO4)CC2)c(C)c1	i	.	-0.1%
COc1ccc(-c2oc3ccc(N4CCOCC4)cc3c2C#Cc2ccc(N)cc2)cc1	i	.	2.9%
COc1cccc(-c2nc(-c3ccc(C(=O)O)cc3)no2)c1	i	.	-0.1%
COc1ccccc1S(=O)(=O)Cc1ccc(C(=O)NCCN(C)C)o1	i	.	0.1%
COC(=O)c1ccc(Cl)c(NC(=O)CN(c2ccc(OC)cc2)S(=O)(=O)c2ccccc2)c1	i	.	-0.5%
COc1ccc(C#Cc2c(-c3ccsc3)oc3ccc(-c4cc(OC)c(OC)c(OC)c4)cc23)cc1	i	.	0.9%
CC(O)[C@H]1CN=C(N)N1CC(C)(C)C (stereo not given in full)	i	.	-0.3%

Later entries.
Compound	Yfh1-depleted yeast	PhoP inhibition	West Nile antiviral
CCOP(=O)(OCC)c1nc(-c2ccc(C)cc2)oc1N1CCOCC1	i	.	-0.7%
O=C(CSc1nnc2scc(-c3ccccc3)n12)Nc1nsc(-c2ccc(Cl)cc2)n1	i	.	-0.5%
O=C1N[C@@H](Cc2ccccc2)C(=O)N2[C@H]1C[C@]1(Br)c3ccccc3N(S(=O)(=O)c3ccc(F)cc3)[C@H]21	i	.	-0.1%
COc1ccc(Cl)cc1N=Cc1c(O)cc(C)oc1=O	i	.	0.7%
O=C(CN1CCOc2ccccc21)NC1CCCCCCC1	i	.	0.1%
CCCCC1=CC2=CC(=O)C(C)(OC(=O)CC)C(=O)C2=CN1c1cccc(C#N)c1 (stereo not given)	i	.	0.4%
CNC(=O)c1c(O)c2cccc3c2n(c1=O)CC3	i	.	0.3%
COCCNC(=O)c1cc(-c2ccccc2)nn1CC1CC(c2cccnc2)=NO1 (stereo not given)	i	.	0.1%
COc1ccccc1N1CCN(CCN2C(=O)CC(=C3c4ccccc4-c4ccccc43)C2=O)CC1	i	.	-0.2%
CC1(C)C2CC[C@]3(C)C(CC=C4[C@@H]5C[C@@](C)(CO)[C@@H](O)C[C@]5(C(=O)O)CC[C@]43C)[C@@]2(C)CC[C@@H]1O (stereo not given in full)	i	.	-0.2%
O=C1c2cccc(Cl)c2C(=O)c2c1cccc2N1CCCC1	i	.	0.2%
O=C(O)C[C@H]1c2cc(F)ccc2S(=O)(=O)N1Cc1ccccc1	i	.	1.6%
CCOC(=O)c1cc(-c2ccc(F)cc2)n(CC(=O)Nc2nccs2)c1C	i	.	0.8%
c1ccc(-n2c(Cc3cccnc3)nc3cnccc32)cc1	i	.	-0.1%
CC(c1cccnc1)N(CCN(C)C)C(=O)Nc1ccc(Cl)c(Cl)c1 (stereo not given)	i	.	0.5%
O=C(Nc1nccs1)[C@@H]1CC=C[C@@H]2CCN(Cc3ccccc3)C(=O)[C@@H]21	i	.	-0.6%
COC/C=C/C1=CC2=CC(=O)C(C)(OC(=O)c3cnc4ccccc4n3)C(=O)C2=CN1CCc1ccccn1 (stereo not given)	i	.	0.1%
Cc1ccnc(N2CCN(c3cc(C)c(C#N)c4nc5ccccc5n34)CC2)c1	i	.	1.1%

Not all compounds are listed; count on the stated rates, not on these rows.
